Bioassay records: PubChem BioAssay, several laboratories
Mtb FBA inh: inhibits M. tuberculosis FBA enzyme; purified M. tuberculosis FBA, fluorescence read-out; P9WQA3; inhibition, % at 1 µM; 2.3% of 360,000 active; in the data active = inhibition above about 27%;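 also: 0% = vehicle and 100% = reference inhibitor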
Target sequence (P9WQA3 whole entry, looked up): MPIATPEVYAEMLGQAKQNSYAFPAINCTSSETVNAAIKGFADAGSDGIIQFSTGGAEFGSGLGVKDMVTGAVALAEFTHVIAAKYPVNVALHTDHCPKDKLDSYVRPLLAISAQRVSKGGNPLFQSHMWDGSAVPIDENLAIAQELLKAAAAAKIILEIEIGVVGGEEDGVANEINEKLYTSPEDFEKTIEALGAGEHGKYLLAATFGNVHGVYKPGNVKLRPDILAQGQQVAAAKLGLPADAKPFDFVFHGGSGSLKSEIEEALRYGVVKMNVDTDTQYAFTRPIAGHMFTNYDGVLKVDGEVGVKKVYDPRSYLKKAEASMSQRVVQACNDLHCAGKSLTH
UGM FP inh: Mtb UDP-galactopyranose mutase inhibition; P9WIQ1; purified UGM, fluorescence polarization probe displacement; inhibition, % at 10 µM; 0.06% of 320,000 active; in the data active = inhibition above about 10%, passing the limit was not always enough; inconclusive = no clear call, values can overlap the other calls
Target sequence (P9WIQ1 whole entry, looked up): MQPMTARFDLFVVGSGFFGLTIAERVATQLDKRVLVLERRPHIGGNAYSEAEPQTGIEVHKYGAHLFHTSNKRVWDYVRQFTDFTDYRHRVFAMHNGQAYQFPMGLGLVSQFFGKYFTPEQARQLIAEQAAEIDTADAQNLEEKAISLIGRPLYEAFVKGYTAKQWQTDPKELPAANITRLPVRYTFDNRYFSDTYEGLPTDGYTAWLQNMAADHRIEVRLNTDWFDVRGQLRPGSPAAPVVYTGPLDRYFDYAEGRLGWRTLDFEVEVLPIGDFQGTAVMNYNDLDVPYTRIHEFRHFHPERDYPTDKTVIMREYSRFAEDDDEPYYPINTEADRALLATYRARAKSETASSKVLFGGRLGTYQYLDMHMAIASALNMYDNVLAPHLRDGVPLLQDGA
FadD28 binding: M. tuberculosis FadD28 bisubstrate binding inhibition; 0.22% of 360,000 active; AID 588549; FadD28 bisubstrate probe binding, fluorescence polarization; inhibition, % at 12.5 µM; in the data active = inhibition above about 8.5%, passing the limit was not always enough; inconclusive = no clear call, values can overlap the other calls
BioA inh: blocks M. tuberculosis BioA enzyme activity | 0.096% of 360,000 active | inhibition, % at 9.99 µM | purified M. tuberculosis BioA enzyme, plate reader; in the data active = inhibition above about 40%; inconclusive = no clear call, values can overlap the other calls
VHR inh abs: inhibitors of human VHR1 phosphatase (DUSP3) | P51452 | recombinant VHR phosphatase, pNPP absorbance | inhibition, % at 13.3 µM | 0.52% of 290,000 active; in the data active = inhibition above about 50%; also: some compounds called inactive have numbers as strong as hits
Target sequence (P51452 whole entry, looked up): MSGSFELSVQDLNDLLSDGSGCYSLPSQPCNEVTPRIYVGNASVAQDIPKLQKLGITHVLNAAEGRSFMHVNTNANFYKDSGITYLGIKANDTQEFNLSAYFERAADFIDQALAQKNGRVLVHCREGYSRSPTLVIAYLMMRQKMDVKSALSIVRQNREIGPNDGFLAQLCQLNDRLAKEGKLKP
MazEF act: activators of E. coli MazEF toxin-antitoxin RNase; AID 504720; activation, % at 20 µM; 0.32% of 350,000 active; FAM/BHQ RNA-DNA oligo cleavage fluorescence, 5 h; P0AE70; in the data active = activation above about 50%
Target sequence (P0AE70 whole entry, looked up): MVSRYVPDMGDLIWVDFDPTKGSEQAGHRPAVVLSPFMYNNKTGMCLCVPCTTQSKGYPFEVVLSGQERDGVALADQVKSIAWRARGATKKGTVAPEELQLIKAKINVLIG
BoNT-F LC inh: BoNT F light chain protease inhibition | AID 588497 | Multiplex microsphere protease cleavage assay, flow cytometry | 0.22% of 360,000 active | inhibition, % at 10 µM; in the data active = inhibition above about 35%, passing the limit was not always enough; inconclusive = no clear call, values can overlap the other calls; also: plate controls were buffer without enzyme for full effect and enzyme alone for no effect
GDH-TPI counter: counter-screen for M. tuberculosis FBA inhibitors: GDH-TPI coupled enzymes; GDH-TPI coupled enzyme counterscreen, NADH absorbance; inhibition, % at 4.8 µM; 1.2% of 360,000 active; AID 588335;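 also: 0% = DMSO wells and 100% = wells lacking the enzyme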
Rv3671c protease: inhibitors of M. tuberculosis serine protease Rv3671c; P9WHR9; inhibition, % at 5.96 µM; 0.048% of 320,000 active; AID 2606; in the data active = inhibition above about 38%;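 also: extracellular domain of Rv3671c used as enzyme; 0% = enzyme with DMSO and 100% = no enzyme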
CCHFV vOTU inh: blocks the CCHF virus ovarian tumor domain protease | CCHFV vOTU protease, Pep-AMC fluorescence | inhibition, % at 11.5 µM | 0.55% of 370,000 active | AID 651958; also: 0% = vehicle wells with enzyme and 100% = no enzyme wells
* marks the source's active call; other numbers are inactive results; ? = inconclusive; . = no result given. Rule as the data show it, unless noted: active = inhibition above about 30%; inactive = the rest.

Value order – Mtb FBA inh, UGM FP inh, FadD28 binding, BioA inh, VHR inh abs, MazEF act, BoNT-F LC inh, GDH-TPI counter, Rv3671c protease, CCHFV vOTU inh
Cc1cccc(OCc2nnc(SCC(=O)Nc3cc(C)on3)n2C)c1
    1, 6.2, -1.1, -0.8, 12, 7, -7, 12, -8, -12
Cn1cc(/C=N/NC(=O)c2cccc([N+](=O)[O-])c2)c2ccccc21
    -1, 1.9, -0.3, ., -12, 5, -12, 37*, 2, -1
COc1ccccc1C(CNC(=O)CN(C)S(=O)(=O)c1ccc(C)cc1)N1CCCC1 (centres undefined)
    -2, 0.0, -2.1, -0.2, ., 6, -1, -3, -1, 6
O=C(c1c(F)cccc1F)N1CCCC(c2nc(-c3ccc(F)cc3)no2)C1 (centres undefined)
    0, 0.2, -1.1, 0.1, 4, 7, -1, 17, -3, -3
Oc1ccc(-c2c(C3=CCCCC3)sc3ccccc23)cc1
    2, -1.7, -3.1, -1.9, 24, -8, 6, 7, -7, 16
Cn1ccc(C(=O)OCC(=O)Nc2cccc3ccccc23)n1
    1, 1.9, -0.2, ., 4, -3, 5, 1, 0, -8
CSc1ncccc1C(=O)OCC(=O)C(C)(C)C
    -2, 1.4, -5.0, ., 22, 6, -7, -4, -13, -1
Cc1cc(C)nc(SCC(=O)Nc2ncc(Cc3cccc(Cl)c3Cl)s2)n1
    4, -2.7, -0.9, -0.6, -9, -8, -3, -9, -6, -7
Cc1cc(C)c(C)c(S(=O)(=O)NCCN2CCOCC2)c1C
    1, 0.2, -0.6, 1.4, 1, 9, ?, 15, 2, 12
CCCCn1c(N)c(N(CC)C(=O)c2cccc(S(=O)(=O)N3CCN(C)CC3)c2)c(=O)[nH]c1=O
    -1, 1.1, -1.6, ., ., 4, -19, -5, -2, -4
O=C1CCC(=O)N1CN(C(=O)c1ccco1)c1ccc(Cl)c(Cl)c1
    1, 0.7, 0.3, 2.4, 8, 1, 0, 12, -4, -9
O=C(COC(=O)/C=C/c1cccc(Cl)c1)Nc1ccc(N2CCOCC2)cc1
    -3, 3.5, -2.0, ., ., -1, -8, 5, -3, 1
O=C(Nc1cccnc1)c1ccc(S(=O)(=O)c2ccccc2)cc1
    0, 0.1, -4.8, ., 32, 5, 0, 3, -2, 2
COc1ccc(NC(=O)CSc2nnc(-c3cccs3)n2N)c(OC)c1
    0, -1.4, -3.6, 0.6, ., 6, -6, -5, 9, -16
COc1ccc(-c2csc(C(O)c3ccc(OC)cc3)n2)cc1 (centres undefined)
    4, ., -1.4, 1.7, ., ., -2, 15, ., -9
Cc1ccc(C(=O)Nc2sc(C(=O)N(C)C)c(C)c2C#N)cc1
    -6, 3.2, -2.1, 0.5, 3, -11, -2, 20, 6, 3
CCn1cnnc1SCC(=O)NCC1COc2ccccc2O1 (centres undefined)
    2, 0.0, -4.0, 0.0, ., 7, 1, -12, -2, -4
CCOc1cc(/C=C2\SC(=S)N(Nc3ccccc3)C2=O)ccc1O
    -12, -6.3, 0.6, -0.1, 16, -22, 30, 22, -42, 8
N#CCCn1ncn(-c2ccccc2)c1=S
    -1, -4.2, -1.4, 5.2, 0, 5, -13, 5, -1, -5
COc1ccc(-c2cc(C(F)(F)F)nc(SCCC(=O)Nc3cc(C)on3)n2)cc1
    4, 0.5, -2.4, -0.1, -20, 25, -5, -3, 0, 13

Shown in CSV form: 12 of the compounds above.
structure,Mtb FBA inh,UGM FP inh,FadD28 binding,BioA inh,VHR inh abs,MazEF act,BoNT-F LC inh,GDH-TPI counter,Rv3671c protease,CCHFV vOTU inh
Cc1cccc(OCc2nnc(SCC(=O)Nc3cc(C)on3)n2C)c1,1,6.2,-1.1,-0.8,12,7,-7,12,-8,-12
Cn1cc(/C=N/NC(=O)c2cccc([N+](=O)[O-])c2)c2ccccc21,-1,1.9,-0.3,.,-12,5,-12,37*,2,-1
COc1ccccc1C(CNC(=O)CN(C)S(=O)(=O)c1ccc(C)cc1)N1CCCC1 (centres undefined),-2,0.0,-2.1,-0.2,.,6,-1,-3,-1,6
O=C(c1c(F)cccc1F)N1CCCC(c2nc(-c3ccc(F)cc3)no2)C1 (centres undefined),0,0.2,-1.1,0.1,4,7,-1,17,-3,-3
Oc1ccc(-c2c(C3=CCCCC3)sc3ccccc23)cc1,2,-1.7,-3.1,-1.9,24,-8,6,7,-7,16
Cn1ccc(C(=O)OCC(=O)Nc2cccc3ccccc23)n1,1,1.9,-0.2,.,4,-3,5,1,0,-8
CSc1ncccc1C(=O)OCC(=O)C(C)(C)C,-2,1.4,-5.0,.,22,6,-7,-4,-13,-1
Cc1cc(C)nc(SCC(=O)Nc2ncc(Cc3cccc(Cl)c3Cl)s2)n1,4,-2.7,-0.9,-0.6,-9,-8,-3,-9,-6,-7
Cc1cc(C)c(C)c(S(=O)(=O)NCCN2CCOCC2)c1C,1,0.2,-0.6,1.4,1,9,?,15,2,12
CCCCn1c(N)c(N(CC)C(=O)c2cccc(S(=O)(=O)N3CCN(C)CC3)c2)c(=O)[nH]c1=O,-1,1.1,-1.6,.,.,4,-19,-5,-2,-4
O=C1CCC(=O)N1CN(C(=O)c1ccco1)c1ccc(Cl)c(Cl)c1,1,0.7,0.3,2.4,8,1,0,12,-4,-9
O=C(COC(=O)/C=C/c1cccc(Cl)c1)Nc1ccc(N2CCOCC2)cc1,-3,3.5,-2.0,.,.,-1,-8,5,-3,1

Additional compounds:
Value order – Mtb FBA inh, UGM FP inh, FadD28 binding, BioA inh, VHR inh abs, MazEF act, BoNT-F LC inh, GDH-TPI counter, Rv3671c protease, CCHFV vOTU inh
CCCC[N+]12CCC(CC1)C(C(O)(c1ccccc1)c1ccccc1)C2 (centres undefined)
    1, -2.5, -0.4, ., 4, 8, ?, -1, -5, -8
O=C(NCc1ccccc1)/C(=C\c1cccc([N+](=O)[O-])c1)NC(=O)c1ccco1
    -4, ., -0.2, 0.0, ., -8, -3, 8, ., -7
COc1ccc2oc(=O)c(-c3csc(Nc4ccc(O)cc4)n3)cc2c1
    -2, 3.3, 0.6, ., 1, 40, -5, 3, 6, 6
COc1ccc(/C(C)=N/Nc2nc(C)cc(-c3ccccc3)n2)cc1
    1, -3.7, 0.1, -0.8, ., 6, -10, 13, 10, -2
CCCCn1c(SCC(=O)Nc2ccccc2C(F)(F)F)nc2ccsc2c1=O
    2, -3.3, -2.3, -1.0, 7, 9, -17, 2, -6, 9
CN(Cc1ccc(F)cc1)C(=O)c1cccc(OCc2ccccc2)c1
    -2, 3.8, -3.1, 0.5, 24, 0, 5, 3, -4, 18
CC(C)(C)c1ccc(S(=O)(=O)Nc2ccc(C(=O)N3CCCC3)cc2)cc1
    -1, 1.9, 1.4, 1.8, 4, -3, -4, 6, ., 8
Cc1ccc(S(=O)(=O)N2CCC(=O)N(C(COCc3ccccc3)Cc3ccccc3)CC2)cc1 (centres undefined)
    -1, 0.2, 1.2, -0.6, -26, 1, -6, 7, 2, 11
Cc1cc(C(=O)NN=C2CCCCC2)c2ccccc2n1
    -2, 1.7, -0.7, ., 13, 3, -15, 2, -8, 12
COC(=O)c1sc(NC(=O)c2cc3c(s2)CCCC3)nc1C
    4, -0.4, -2.4, ., 13, 10, -8, 12, -8, -1
CC(C)Oc1ccc(Cn2c(=O)sc3ccccc32)cc1
    -3, -0.1, -2.8, -0.2, -1, -9, -8, -1, -8, 2
CCc1noc(C)c1C(=O)Nc1cccc(S(=O)(=O)N(C)c2ccccc2)c1
    -1, -1.1, -4.9, 0.0, ., -3, ?, 0, -2, -7
CC(c1ccccc1)N1C(=O)c2cccnc2C1=O (centres undefined)
    0, 0.9, -1.4, -1.2, 6, 8, ?, 12, 5, -4
CCOc1cc2[nH]c(=O)n(CCCCC(=O)N3CCCCCC3)c(=O)c2cc1OCC
    4, 2.1, -2.5, -0.2, 9, 3, 13, 2, 0, -1
CCOC(=O)CN1CC23C=CC(O2)C(C(=O)NCc2ccc(F)cc2)C3C1=O (centres undefined)
    1, -0.8, 0.0, -2.4, -2, -17, 3, 6, 6, -3
O=C(CSc1ccc(-c2ccccn2)nn1)c1ccc(F)cc1
    0, 4.7, -3.5, -0.5, 15, -2, -3, 8, 3, -4
CCCCC(=O)Nc1cc(N(C)C)nc2ccccc12
    35*, -0.2, 1.0, -0.2, 5, 3, 1, 14, 7, -8
COc1cc(/C=C(/C#N)C(=O)NCCc2c[nH]c3ccccc23)ccc1OCc1ccccc1F
    -2, -4.2, -1.3, ., 10, 27, -1, 9, -5, -6
O=C(CNC1=NCCC1)c1ccc(Cl)cc1
    3, -0.7, -2.4, ., 15, 4, 9, 15, -7, 9
C=CCOc1ccc(/C=C2/C(=O)ON=C2C)cc1OC
    -4, -0.9, -3.0, -2.3, 17, 4, 2, -16, -4, -5

Other structures follow:
Value order – Mtb FBA inh, UGM FP inh, FadD28 binding, BioA inh, VHR inh abs, MazEF act, BoNT-F LC inh, GDH-TPI counter, Rv3671c protease, CCHFV vOTU inh
COc1ccc(NC(=O)c2cc(-c3cc(Cl)ccc3C)n[nH]2)cn1
    -3, ., -6.2, -0.4, ., ., 0, 2, ., 2
COc1ccc(C2NC(=O)c3ccccc3O2)cc1OC (centres undefined)
    8, 2.2, -1.9, 0.1, 0, 7, -10, -1, -3, -6
CN(c1ccccc1)S(=O)(=O)c1ccc2c(c1)oc(=O)n2C
    1, 2.7, -4.2, -0.8, 12, 4, ?, -6, -9, -7
O=C1NC2C(=CC(O)C(O)C2O)c2cc3c(cc21)OCO3 (centres undefined)
    5, ., -5.7, ., ., 5, 0, 10, ., 5
Cc1cccc(OCc2nnc(SCC(=O)Nc3cccc(C(=O)N4CCOCC4)c3)o2)c1C
    6, ., -3.1, -1.2, -11, 2, 2, -7, -4, -8
Nc1cccc(Oc2ccc3c(c2)C(=O)N(CCO)C3=O)c1
    -1, ., -0.9, -1.4, ., -7, 2, -7, ., -10
Cc1cc(OCCCC(=O)Nc2nnc(C3CC3)s2)ccc1Cl
    3, 2.0, 0.7, -3.1, ., -18, 3, 14, 11, 4
COc1ccc(CCn2c(C3CCCCC3)nc3c(c(=O)c4ccccc4n3C)c2=O)cc1OC
    -3, 1.7, -4.7, -2.1, 13, 13, 9, 6, -3, -1
Cc1cc(C)cc(N(CCC#N)C(=O)COC(=O)C2CCN(S(=O)(=O)c3ccc(C)c(C)c3)CC2)c1
    1, 1.2, -1.8, 1.6, ., 4, -11, -5, -9, 1
CC1(C(=O)Nc2ccc3c(c2)OCO3)CCN1C(=O)C1(c2ccc(Cl)cc2)CC1 (centres undefined)
    0, ., -1.7, 3.0, ., ., 2, -3, ., 22
CC(=O)NC12CC3CC(C1)CC(C(=O)N1CCN(S(=O)(=O)c4ccccc4[N+](=O)[O-])CC1)(C3)C2
    0, -3.6, -0.7, 0.8, ., 4, -12, -11, -7, 9
Cc1ccc(Nc2nnc(SC(C)C(=O)NCC3CCCO3)s2)cc1C (centres undefined)
    -2, -2.5, -2.8, -0.6, ., 9, -13, 15, -1, 3
COc1ccccc1OCC(O)Cn1nc(C)cc1C (centres undefined)
    -10, -0.5, -4.5, -0.5, ., 7, 5, -10, -8, 7
O=C(CSc1ccsc1[N+](=O)[O-])N1CCN(c2ccc(Cl)cc2)CC1
    2, -0.5, -1.9, 2.9, 18, 11, -14, -1, -6, -7
O=C(NNC(=O)C1CC1c1ccccc1)c1cccc([N+](=O)[O-])c1 (centres undefined)
    1, 2.9, -1.4, 0.2, 3, 8, 16, 11, 0, -17
COC(=O)[C@H]1C[C@@]2(O)CN(S(=O)(=O)c3ccc(C)cc3)C[C@@]2(OC(=O)NC2CC2)C[C@H]1C(=O)OC
    -1, ., -4.3, -2.3, ., 12, -2, 1, ., -10

In a second layout: two of the compounds above
SMILES,Mtb FBA inh,UGM FP inh,FadD28 binding,BioA inh,VHR inh abs,MazEF act,BoNT-F LC inh,GDH-TPI counter,Rv3671c protease,CCHFV vOTU inh
Cc1cc(C)cc(N(CCC#N)C(=O)COC(=O)C2CCN(S(=O)(=O)c3ccc(C)c(C)c3)CC2)c1,1,1.2,-1.8,1.6,.,4,-11,-5,-9,1
CC1(C(=O)Nc2ccc3c(c2)OCO3)CCN1C(=O)C1(c2ccc(Cl)cc2)CC1 (centres undefined),0,.,-1.7,3.0,.,.,2,-3,.,22
